Screening data as filed in PubChem.
PfHsp40 rescue – rescue of yeast from PfHsp40 toxicity, primary screen, S. cerevisiae, ATP luminescence; S. cerevisiae expressing PfHsp40, growth rescue; growth rescue, % at 12.5 µM; hit rate 0.68% among 340,000; in the data active means growth rescue above about 28%, passing the limit was not always enough; inconclusive means no clear call, values can overlap the other calls;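 further: yeast W303a lacking pdr1 and pdr3 grown in galactose medium; growth measured after three days at 30 °C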
Mtb BioA inh – M. tuberculosis BioA enzyme inhibitors, primary screen, biochemical, plate reader, single point, HTS | 7,8-diaminopelargonic acid synthase BioA (Mycobacterium tuberculosis) | purified M. tuberculosis BioA enzyme | inhibition, % at 9.99 µM | hit rate 0.096% among 360,000; in the data active means inhibition above about 40%; inconclusive means no clear call, values can overlap the other calls
FBA Mtb inh – Mtb FBA enzyme inhibitors, primary screen, biochemical, fluorescence, strain H37Rv | purified M. tuberculosis FBA, fluorescence read-out | inhibition, % at 1 µM | hit rate 2.3% among 360,000 | AID 588726, 2011; in the data active means inhibition above about 27%;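 further: 0% = vehicle and 100% = reference inhibitor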
Target sequence (P9WQA3 whole entry, looked up): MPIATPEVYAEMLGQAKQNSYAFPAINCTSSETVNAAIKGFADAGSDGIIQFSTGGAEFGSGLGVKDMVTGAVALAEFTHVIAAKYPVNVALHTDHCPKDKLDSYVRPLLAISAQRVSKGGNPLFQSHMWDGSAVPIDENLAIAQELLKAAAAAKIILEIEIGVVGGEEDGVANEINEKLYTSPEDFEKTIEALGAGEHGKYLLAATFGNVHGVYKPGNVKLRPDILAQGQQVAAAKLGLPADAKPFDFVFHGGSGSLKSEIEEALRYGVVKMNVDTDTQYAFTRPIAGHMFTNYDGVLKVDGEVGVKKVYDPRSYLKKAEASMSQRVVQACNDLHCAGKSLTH
Mtb UGM inh – M. tuberculosis UGM enzyme inhibitors, primary screen, biochemical, fluorescence polarization, single point. inhibition, % at 10 µM. purified UGM, fluorescence polarization probe displacement. AID 504406, 2011. hit rate 0.06% among 320,000; in the data active means inhibition above about 10%, passing the limit was not always enough; inconclusive means no clear call, values can overlap the other calls
Target sequence (P9WIQ1 whole entry, looked up): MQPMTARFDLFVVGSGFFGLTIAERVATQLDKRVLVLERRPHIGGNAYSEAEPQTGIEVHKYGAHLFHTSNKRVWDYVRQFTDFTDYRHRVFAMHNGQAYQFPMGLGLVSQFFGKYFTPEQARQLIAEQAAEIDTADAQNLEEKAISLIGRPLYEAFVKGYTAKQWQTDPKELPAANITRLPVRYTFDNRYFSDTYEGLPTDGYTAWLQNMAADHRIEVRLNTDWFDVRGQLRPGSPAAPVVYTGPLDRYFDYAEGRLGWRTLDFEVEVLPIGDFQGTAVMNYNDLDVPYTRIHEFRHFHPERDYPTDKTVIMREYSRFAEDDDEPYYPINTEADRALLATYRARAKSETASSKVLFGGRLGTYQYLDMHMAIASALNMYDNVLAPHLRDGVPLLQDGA
TcdB inh – TcdB glycohydrolase inhibitors, primary screen, biochemical, single point, plate reader; TcdB glycohydrolase enzymatic assay; hit rate 0.24% among 350,000; AID 652162, 2013; inhibition, % at 9.99 µM; Toxin B (Clostridioides difficile), P18177; in the data active means inhibition above about 10%
BH1578 lux ind – inducers of Vibrio cholerae quorum light production without autoinducers, primary screen, BH1578 luxS cqsA deficient, single point; V. cholerae BH1578 lux reporter, luminescence, 6 h; hit rate 0.16% among 350,000; activation, % at 18.7 µM; in the data active means activation mostly above about 9.7%, no sharp cut-off; inconclusive means no clear call, values can overlap the other calls; inactive means mostly below about 3.7%; further: not every result past the cut was called active; inactives centre near 0; reference of the scale not given here
Y pestis TopoI – Yersinia pestis topoisomerase I inhibitors, primary screen, biochemical, cleavage product accumulation, plate reader, single point. DNA topoisomerase I (Yersinia pestis CO92). Y. pestis Topo-I cleavage product accumulation. activity, % at 10 µM. hit rate 0.064% among 360,000; in the data active means activity above about 50%, passing the limit was not always enough; inconclusive means no clear call, values can overlap the other calls; further: inactives centre near 2
GDH-TPI counter – GDH-TPI coupling enzyme inhibitors, primary screen, artefact control for M. tuberculosis FBA inhibitor project, biochemical, absorbance, full deck | GDH-TPI coupled enzyme counterscreen, NADH absorbance | inhibition, % at 4.8 µM | hit rate 1.2% among 360,000 | AID 588335, 2011; in the data active means inhibition above about 30%;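 further: 0% = DMSO wells and 100% = wells lacking the enzyme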
FadD28 FP inh – inhibitors of FadD28 bisubstrate probe binding, primary screen, biochemical, fluorescence polarization, single point. AID 588549, 2011. inhibition, % at 12.5 µM. hit rate 0.22% among 360,000. Mycobacterium tuberculosis FadD28 fatty-acid-AMP ligase; in the data active means inhibition above about 8.5%, passing the limit was not always enough; inconclusive means no clear call, values can overlap the other calls
* hit, by the source's call; i = inactive; ? = inconclusive; · = not tested or not shown; & = joins results of further samples.

1: O=C(NCC(c1ccco1)N1CCCCC1)c1ccc([N+](=O)[O-])s1 (stereo not drawn)
2: CC(=O)N1CCN(C(C)=O)C1c1ccccc1
3: CCCN(CCC)S(=O)(=O)c1cc2c3c(c1)CCN3C(=O)CC2
4: CCCCCc1nnc(NC(=O)c2ccc(=O)n(C)n2)s1
5: CCc1nnc(NC(=O)CSc2nnc(-c3ccoc3C)n2-c2cccc(C)c2)s1
6: O=C(Nc1ccc(Br)cn1)c1ccc(Br)s1
compound no.	1	2	3	4	5	6
PfHsp40 rescue	·	-0.4	-0.3	-0.5	0.5	0.6
Mtb BioA inh	0.4	-0.8	·	·	4.1	-0.7
FBA Mtb inh	2	8	3	-1	0	0
Mtb UGM inh	0.1	3.8	1.0	-0.3	0.8	0.4
TcdB inh	-0.4	·	0.2	-0.4	·	0.7
BH1578 lux ind	-0.4	-0.3	i	i	-7.1	i
Y pestis TopoI	-1	-3	7	-3	12	-6
GDH-TPI counter	27	-4	8	2	10	-8
FadD28 FP inh	1.2	0.7	0.0	-4.1	-0.8	-3.4

Single entries from the entries so far:
Y pestis TopoI, CC(=O)N1CCN(C(C)=O)C1c1ccccc1 stands at -3
BH1578 lux ind, O=C(NCC(c1ccco1)N1CCCCC1)c1ccc([N+](=O)[O-])s1 (stereo not drawn) stands at -0.4

Continuation.
7: CC(NC(=O)CNC(=O)c1cccs1)c1cccc(C(F)(F)F)c1 (stereo not drawn)
8: Cc1ccc(C)c(NC(=O)C2CC(O)CN2C(=O)OC(C)(C)C)c1 (stereo not drawn)
9: CCOC(=O)c1cc(C)n(-c2ccc(Cl)cc2)c1C
10: Cc1ccc(-c2nc(-c3cccnc3)sc2CC(=O)O)cc1
11: N/C(=N\OC(=O)CCCc1ccccc1)c1ccc([N+](=O)[O-])cc1
12: O=C(NNC1=NCCC1)c1ccc(Br)cc1
compound no.	7	8	9	10	11	12
PfHsp40 rescue	-0.4	0.7	0.0	1.3	2.1	0.3
Mtb BioA inh	-2.9	-1.0	·	·	·	-0.2
FBA Mtb inh	1	3	-4	11	-1	-3
Mtb UGM inh	-2.2	-1.6	-1.1	-0.7	0.7	0.6
TcdB inh	0.9	·	2.0	0.6	·	·
BH1578 lux ind	1.0	1.4	i	-0.2	-0.4	0.1
Y pestis TopoI	0	-1	5	-5	-3	-1
GDH-TPI counter	0	-2	-20	0	-2	3
FadD28 FP inh	0.2	-0.4	-2.4	-2.7	-3.0	-1.8

13: OCCOCCN1CCN(C2=Nc3ccccc3Sc3ccccc32)CC1
14: CCN1CCN(Cc2ccc(NC(=O)c3ccc(C)c(NC(=O)c4nccnc4N)c3)cc2C(F)(F)F)CC1
15: CC(C)CSc1nc2c(c(=O)[nH]c(=O)n2C)n1CCc1ccccc1
16: O=C(NCCCN1CCN(C2CCCCC2)CC1)Nc1ccccc1C(F)(F)F
17: COc1ccc(C(=O)OCc2cc3cccc(C)c3[nH]c2=O)cc1
18: O/N=C1\CCCc2ccccc21
compound no.	13	14	15	16	17	18
PfHsp40 rescue	-0.3&-0.1	0.7	0.7	1.1	-0.6	-0.7
Mtb BioA inh	1.0&1.0	-3.0	0.6	-8.6	-1.5	·
FBA Mtb inh	2&-2	7	2	4	5	4
Mtb UGM inh	-2.0&0.3	1.1	-0.7	-0.4	3.2	0.8
TcdB inh	0.8&-1.2	-1.8	·	·	·	0.7
BH1578 lux ind	-0.2	i	i	-0.5	i	-0.2
Y pestis TopoI	19&6	0	-6	-2	-3	5
GDH-TPI counter	17&8	15	3	10	13	3
FadD28 FP inh	-2.9&-0.6	-5.6	-4.3	-2.5	0.2	-1.2

19: COc1ccc(CCNC(=O)c2cc(S(=O)(=O)N3CCCC3)cn2C)cc1OC
20: COC(=O)c1c(C)oc2c1cc(NS(=O)(=O)c1cccs1)c1ccccc12
21: O=C(COC(=O)CNC(=O)c1ccc(F)cc1)NC1CCCc2ccccc21 (stereo not drawn)
22: CCOc1nc(-c2ccccc2)ccc1-c1noc(-c2cccs2)n1
23: O=C(COc1ccccc1)NC(Cc1c[nH]c2ccccc12)C(=O)O (stereo not drawn)
24: Cc1nn(C)c(C)c1NC(=O)CCCSc1nc(-c2ccco2)cc(C(F)(F)F)n1
compound no.	19	20	21	22	23	24
PfHsp40 rescue	-0.8	0.3	-0.9	0.4	-0.1	-0.3
Mtb BioA inh	0.0	-0.5	1.6	-1.9	-1.1	·
FBA Mtb inh	2	-1	-3	1	-2	-1
Mtb UGM inh	-1.7	-2.1	0.5	0.1	-5.4	4.7
TcdB inh	0.4	·	0.7	·	·	·
BH1578 lux ind	-0.2	0.7	-0.6	i	-5.6	-0.2
Y pestis TopoI	-1	6	-7	0	16	5
GDH-TPI counter	-5	5	-5	-2	8	17
FadD28 FP inh	-0.6	-8.7	-4.9	-0.7	0.4	-5.2

25: COc1ccc(N2CCN(C(c3cccs3)C(C)NS(=O)(=O)c3ccccc3)CC2)cc1 (stereo not drawn)
26: O=C(c1ccco1)N1CCN(c2nc3ccccc3c(=O)n2-c2ccccc2)CC1
27: COc1ccc(NC(=O)CCC(=O)Nc2nnc(C3CCCCC3)s2)cc1
28: COc1cc(CN2CCCCCC2)c([N+](=O)[O-])cc1OC
29: C/C(=N\NC(=O)COc1ccc(C(C)(C)C)cc1)c1ccc2c(c1)OCCO2
30: CC[N+](CC)(CC)CCCCOc1ccc2c(c1)C(=O)c1cc(OCCCC[N+](CC)(CC)CC)ccc1-2
compound no.	25	26	27	28	29	30
PfHsp40 rescue	1.7	2.2	-0.6	-1.7	1.3	0.8
Mtb BioA inh	0.5	16	·	-0.8	·	1.2
FBA Mtb inh	4	10	1	4	-2	1
Mtb UGM inh	3.9	-1.1	0.1	2.8	-3.0	0.9
TcdB inh	·	·	0.5	-1.1	0.2	1.4
BH1578 lux ind	-1.4	i	i	-0.2	-0.2	i
Y pestis TopoI	-8	6	-2	0	21	-43
GDH-TPI counter	10	7	2	1	-7	5
FadD28 FP inh	-1.6	-0.1	-2.0	0.6	-1.7	-2.6

31: COc1ccc(C2C3=C(OC(C)=O)c4ccccc4C3=Nc3c2c(=O)n(C)c(=O)n3C)cc1 (stereo not drawn)
32: O=C(COC(=O)c1cccc2ccccc12)Nc1ncc(C(F)(F)F)cc1Cl
33: O=C(O)c1ccc2c(c1)ncn2C1CCCCC1
34: O=C(COC(=O)c1ccc(NS(=O)(=O)c2cccs2)cc1O)Nc1ccc(F)cc1
35: O=C(NC1CCCC1)C(c1c(F)cccc1Cl)N(C(=O)c1csnn1)C1CC1 (stereo not drawn)
36: Cc1cc(C)cc(NC(=S)Nc2ccccn2)c1
compound no.	31	32	33	34	35	36
PfHsp40 rescue	?	0.3	0.9	1.8	-0.9	17
Mtb BioA inh	-0.8	-1.8	-0.3	-0.9	-0.8	·
FBA Mtb inh	3	7	7	-4	-1	1
Mtb UGM inh	0.1	-0.6	0.0	6.6	0.8	1.9
TcdB inh	·	·	·	0.0	1.3	1.9
BH1578 lux ind	1.4	-3.1	7.1	i	-4.8	-0.2
Y pestis TopoI	3	-1	-7	-6	9	4
GDH-TPI counter	0	15	-6	9	-5	0
FadD28 FP inh	-3.2	-1.0	-1.4	3.8	-4.0	-3.2

37: O=C(Nc1ccccc1F)n1ncc2cc(Cl)ccc21
38: CCNC(=O)C1(C)CCN(C(=O)c2ccc(C(=O)OC)cc2)C1 (stereo not drawn)
39: COc1ccc(OC)c(N(CCN2C(=O)c3ccccc3C2=O)C(=O)CCl)c1
40: Cc1ccc(C(=O)Nc2cccc3ncccc23)cc1[N+](=O)[O-]
41: CCn1c(SCC(=O)Nc2oc(-c3ccccc3)c(-c3ccccc3)c2C#N)nnc1-c1cc(OC)cc(OC)c1
42: Cc1ccccc1C(=O)c1ccccc1C(=O)c1ccccc1
compound no.	37	38	39	40	41	42
PfHsp40 rescue	0.6	·	·	0.1	-1.1	0.7
Mtb BioA inh	1.4	-0.7	1.0	·	-0.6	-3.0
FBA Mtb inh	0	-1	0	2	-1	-2
Mtb UGM inh	3.0	·	·	-1.2	·	·
TcdB inh	4.7	0.0	0.7	0.9	1.3	2.9
BH1578 lux ind	-1.4	i	-0.3	i	i	i
Y pestis TopoI	10	3	7	5	44	20
GDH-TPI counter	1	0	0	0	15	3
FadD28 FP inh	0.5	-1.7	-2.3	-1.4	-0.8	-1.4

Complete entries from above. Order of screens: PfHsp40 rescue | Mtb BioA inh | FBA Mtb inh | Mtb UGM inh | TcdB inh | BH1578 lux ind | Y pestis TopoI | GDH-TPI counter | FadD28 FP inh
`Cc1ccccc1C(=O)c1ccccc1C(=O)c1ccccc1` is listed with 0.7 | -3.0 | -2 | · | 2.9 | i | 20 | 3 | -1.4
`CCn1c(SCC(=O)Nc2oc(-c3ccccc3)c(-c3ccccc3)c2C#N)nnc1-c1cc(OC)cc(OC)c1` is listed with -1.1 | -0.6 | -1 | · | 1.3 | i | 44 | 15 | -0.8
`Cc1ccc(C(=O)Nc2cccc3ncccc23)cc1[N+](=O)[O-]` is listed with 0.1 | · | 2 | -1.2 | 0.9 | i | 5 | 0 | -1.4

Continuation:
43: COc1ccc(C#Cc2c(-c3ccsc3)oc3ccc(-c4cc(OC)c(OC)c(OC)c4)cc23)cc1
44: Cc1ccccc1N(C(=O)c1snc(C(N)=O)c1N)C(C(=O)NCC1CCCO1)c1ccc(N(C)C)cc1 (stereo not drawn)
45: COc1cc(NS(=O)(=O)c2ccc(NC(=S)Nc3ccccc3)cc2)nc(OC)n1
46: CCOc1ccc(N(CC(=O)Nc2ccc(OC)cc2OC)S(=O)(=O)c2c(C)[nH]c(=O)[nH]c2=O)cc1
47: CCCCCCSc1ccc(-c2nc3ccc(Cl)cn3c2NC2CCCCC2)cc1
48: O=C(Nc1ccccc1)Nc1cccc(Cl)c1
compound no.	43	44	45	46	47	48
PfHsp40 rescue	-0.4	1.9	0.0	-0.1	0.3	6.7
Mtb BioA inh	0.1	-2.2	-0.8	-0.9	-2.0	0.2
FBA Mtb inh	1	3	-3	5	2	-2
Mtb UGM inh	3.5	-0.1	0.7	-0.9	4.7	-0.5
TcdB inh	1.3	-1.2	2.4	2.6	-0.7	·
BH1578 lux ind	5.9	i	i	i	-0.4	-3.3
Y pestis TopoI	1	-5	-6	11	-3	-2
GDH-TPI counter	8	10	7	6	7	-1
FadD28 FP inh	-2.5	3.9	-4.4	-0.9	0.5	-5.3

49: CCCCN(C(=O)CC1CCCC1)c1c(N)n(CC(C)C)c(=O)[nH]c1=O
50: COC(=O)c1ccc(Cl)c(NC(=O)CN(c2ccc(OC)cc2)S(=O)(=O)c2ccccc2)c1
51: Brc1ccc2nc(-c3ccco3)c(Cc3ccsc3)n2c1
52: CCOc1cc(C(=O)NC)cc(Br)c1OC
53: C=CCNC(=O)CN(Cc1ccccc1)S(=O)(=O)c1ccccc1
54: CCOC(=O)CSc1nnc(CNC(=O)c2cccs2)n1CCc1ccccc1
55: CCOC(=O)CSc1nnc(NC(=O)c2cccc(S(=O)(=O)N3CCCCC3)c2)s1
56: CCCCNC(=S)N/N=C/c1cc(C)ccc1C
compound no.	49	50	51	52	53	54	55	56
PfHsp40 rescue	7.4	-0.3	·	-1.4	-1.1	-0.4	-0.8	3.9
Mtb BioA inh	-1.5	3.4	0.3	1.0	-1.0	·	-2.2	·
FBA Mtb inh	2	-2	-2	-1	1	-8	2	-2
Mtb UGM inh	1.6	0.0	·	2.9	0.0	0.1	-1.5	2.7
TcdB inh	1.3	·	0.4	0.5	2.0	0.7	·	·
BH1578 lux ind	i	-0.8	·	i	-1.3	-0.3	i	-0.2
Y pestis TopoI	4	40	·	-9	10	0	-2	-7
GDH-TPI counter	-6	6	·	-5	4	-4	18	22
FadD28 FP inh	-1.5	-3.0	-12	-2.3	-0.2	-3.5	1.2	-1.2

The order is random; about 4.6% have a hit in one of these screens.
